12-LOX inh: blocks human arachidonate 12S-lipoxygenase; P18054; purified 12hLO, xylenol orange hydroperoxide absorbance; Potency, µM (highest dose often 108 µM), for the others: at the top dose activity change, negative = inhibition, actives largely listed as inhibitors; actives 1.1% (n = 580,000); AID 1671190; active = well fitted inhibition curve with a large enough effect; inconclusive = small, poorly fitted or top-dose-only effect, or another doubt; inactive = no such curve, though single readings can be large or run the other way
Target sequence (P18054 whole entry, looked up): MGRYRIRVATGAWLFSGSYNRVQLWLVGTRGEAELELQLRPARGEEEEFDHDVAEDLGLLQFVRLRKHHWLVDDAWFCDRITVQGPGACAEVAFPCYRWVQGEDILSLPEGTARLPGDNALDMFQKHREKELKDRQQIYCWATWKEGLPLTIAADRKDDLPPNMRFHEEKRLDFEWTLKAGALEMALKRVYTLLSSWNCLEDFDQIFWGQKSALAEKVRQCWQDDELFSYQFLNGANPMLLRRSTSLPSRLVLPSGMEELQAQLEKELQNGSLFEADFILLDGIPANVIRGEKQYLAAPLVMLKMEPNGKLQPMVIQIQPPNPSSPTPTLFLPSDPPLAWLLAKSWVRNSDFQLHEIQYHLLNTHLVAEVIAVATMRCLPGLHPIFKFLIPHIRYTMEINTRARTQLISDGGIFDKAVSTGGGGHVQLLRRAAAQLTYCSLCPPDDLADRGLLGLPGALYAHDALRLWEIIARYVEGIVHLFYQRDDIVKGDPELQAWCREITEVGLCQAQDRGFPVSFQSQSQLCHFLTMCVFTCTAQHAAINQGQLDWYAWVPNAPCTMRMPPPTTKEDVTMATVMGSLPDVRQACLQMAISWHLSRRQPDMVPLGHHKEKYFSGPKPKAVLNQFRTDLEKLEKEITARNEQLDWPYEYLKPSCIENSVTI
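Hydroperoxide product was detected by ferrous iron/xylenol orange as the 573 to 405 nm absorbance ratio. Arachidonic acid at 40 uM (final) was turned over for 30 min at room temperature by 150 nM human 12hLO, pH 7.0 Hepes buffer, after 15 min compound preincubation.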
The depositor's hits bear a star; ? = inconclusive; [ ] = dose if it differs, or a comment. % is scaled to controls: 0 for no effect and ±100 for the full control effect; potency is read from the fitted curve at half-maximal effect. A portion of the library, so the mix of outcomes need not match the whole.

SMILES	12-LOX inh
Cc1ccc(-c2ccc(=O)n(Cc3noc(C(=O)NC(C)Cc4ccco4)n3)n2)cc1 (stereo unspecified)	4%
COc1cc(Nc2c(C#N)cnc3ccccc23)cc(OC)c1OC	?
CCCCC1CCC(C(=O)Nc2c(C(C)C)cccc2C(C)C)CC1 (stereo unspecified)	25%
Cc1cc(Cl)cc(Cl)c1CNCC1(O)CCCNC1 (stereo unspecified)	55%[activator]
Nc1ccc(C(=O)OC2CCCC2)cc1	?
Cc1nc(CN2CCN(S(=O)(=O)c3ccc(F)c(F)c3)CC2)cs1	49%[activator]
CCc1ccc(OCC(O)Cn2cnc3c2c(=O)n(C)c(=O)n3C)cc1 (stereo unspecified)	3%
Cc1ccc(Cl)cc1N1CCN(C(=O)CNC(=O)NCc2ccc(F)cc2)CC1	-21%
O=C(NCCC1CCCCC1)c1c[nH]c2ncccc12	6%[176 µM]
COc1ccc(-c2sc3ccccc3c2-c2ccc(OC)cc2F)cc1	-3%
O=S(=O)(c1ccc(-c2nc3ccccc3s2)cc1)N1CCCCCC1	-6%
CC(=O)N1CCC(N2CCC([C@@H]3CNC[C@H]3CO)CC2)CC1	49%[activator]
O=[N+]([O-])c1ccc2nc(C(F)(F)F)[nH]c2c1	?
COc1cccc(CC(=O)NCc2nnc3c(-c4nc(C)no4)cccn23)c1	73%[activator]
O=S(=O)(Nc1ccc(-c2nnc3n2CCCCC3)cc1)c1ccc2c(c1)OCCCO2	-25%
O=C(NCCC(c1ccccc1)c1ccccc1)c1cn(C2CCCCC2)nn1	74%[activator]
CSCC(=O)NCCc1ccccn1	20%
CNS(=O)(=O)c1ccc(Nc2c(C)nn(C)c2C)c([N+](=O)[O-])c1	-24%
C=CCNC(=S)Nc1ccc(SC(F)F)cc1	?
CC(C)CCN1CCC(Oc2ncccc2C(=O)N(C)C)CC1	48%[activator]
COc1ccc(CNC(=O)N2CCCCC2c2noc(COc3ccc(C)cc3)n2)cc1 (stereo unspecified)	-7%
CCCCn1nc(C(=O)Nc2nccs2)c2ccccc2c1=O	-20%
CCOC(=O)CN(C)Cc1cc(=O)oc2cc(C)c(Cl)cc12	-13%
COc1cccc(CNC(=O)[C@@H]2C[C@@H](O)CN2C2CCN(C(=O)c3ccc(C)s3)CC2)c1	58%[activator]
CCCc1ncncc1C(=O)N(CCO)Cc1nccn1C	41%[activator]
Cc1occc1-c1nnc(SCC(=O)Nc2ccc3c(c2)OC2(CCCCC2)O3)o1	8%
FC(F)(F)c1cccc(-c2cnc3ccccc3n2)c1	25%
Brc1ccc(-c2nn3c(-c4ccccn4)nnc3s2)cc1	?
C[C@]1(CO)C2CC[C@@H](O)[C@@H](CC(=O)NCc3cccs3)[C@]2(C)CC[C@H]1OC(=O)Nc1cccc(F)c1 (stereo partly specified)	?
O=C(c1ccccc1OCC1CCCN(Cc2ccc(F)cc2)C1)N1CCCCC1 (stereo unspecified)	10%
CS(=O)(=O)/C(C#N)=C\c1ccc(-c2ccccc2)cc1	?
c1cc2ccc(CNC3CC3)cc2[nH]1	?
NC(=O)c1cccc(CN2CCC3(Cc4ccccc4N(C(=O)C4CCCC4)C3)C2)c1 (stereo unspecified)	?
Cc1cc(C)cc(C(=O)NCCc2c[nH]c3ccccc23)c1	-43%
CC(C)(C)c1ccc(O)c(NC(=O)Cc2n[nH]c(=O)c3ccccc23)c1	32%[activator]
COc1ccc(Cl)cc1C(=O)Nc1ccc(F)c(S(=O)(=O)N2CCOCC2)c1	5%
CCCN1CCN(C(=O)c2cc(CN(C)Cc3ccccc3)on2)CC1	6%
CCC(C(=O)NC1CCCC1)n1c(C2CCCC2)nc2ccccc21 (stereo unspecified)	4%
Cc1ccccc1NC(=O)N(C)CC1CCOC1 (stereo unspecified)	29%
CCn1cc(CN2CCC3(CC2)CN(c2ccncn2)CC3CO)c(C)n1 (stereo unspecified)	6%
N#CCC(=O)c1ccc2c(c1)OCO2	-21%
O=C(Nc1cnc(-c2ccc(Cl)cc2)nc1)c1cccc(F)c1	56%[activator]
COc1cccc(C(=O)N2CCC[C@@H]2C(=O)N2CCC[C@H]2C(=O)NCc2ccccc2)c1	-9%
COC(=O)c1cc(F)ccc1NC(=O)N1CCc2[nH]cnc2C1c1ccc(Cl)cc1 (stereo unspecified)	-8%
O=C1OCCCN1C1CCN([S+](=O)([O-])c2cccc(C(F)(F)F)c2)CC1	-2%[6.33 µM]
O=S(=O)(Nc1nc2ccccc2nc1NC1CC1)c1ccccc1	-14%
CCOC(=O)c1sc2nc(OCc3cccnc3)cc(C)c2c1N	?
COc1ccccc1C1CCCN1C(=O)CCCn1nnnc1CN1CCOCC1 (stereo unspecified)	22%
O=c1[nH]cnc2nn(C3OC(CO)C(O)C3O)nc12 (stereo unspecified)	2%
COc1ccc(CNC(=O)CN2CC3CC(C2)[C@H]2CCCC(=O)N2C3)cc1 (stereo partly specified)	19%

16 successive compounds out of the list so far:
SMILES	12-LOX inh
c1cc2ccc(CNC3CC3)cc2[nH]1	?
NC(=O)c1cccc(CN2CCC3(Cc4ccccc4N(C(=O)C4CCCC4)C3)C2)c1 (stereo unspecified)	?
Cc1cc(C)cc(C(=O)NCCc2c[nH]c3ccccc23)c1	-43%
CC(C)(C)c1ccc(O)c(NC(=O)Cc2n[nH]c(=O)c3ccccc23)c1	32%[activator]
COc1ccc(Cl)cc1C(=O)Nc1ccc(F)c(S(=O)(=O)N2CCOCC2)c1	5%
CCCN1CCN(C(=O)c2cc(CN(C)Cc3ccccc3)on2)CC1	6%
CCC(C(=O)NC1CCCC1)n1c(C2CCCC2)nc2ccccc21 (stereo unspecified)	4%
Cc1ccccc1NC(=O)N(C)CC1CCOC1 (stereo unspecified)	29%
CCn1cc(CN2CCC3(CC2)CN(c2ccncn2)CC3CO)c(C)n1 (stereo unspecified)	6%
N#CCC(=O)c1ccc2c(c1)OCO2	-21%
O=C(Nc1cnc(-c2ccc(Cl)cc2)nc1)c1cccc(F)c1	56%[activator]
COc1cccc(C(=O)N2CCC[C@@H]2C(=O)N2CCC[C@H]2C(=O)NCc2ccccc2)c1	-9%
COC(=O)c1cc(F)ccc1NC(=O)N1CCc2[nH]cnc2C1c1ccc(Cl)cc1 (stereo unspecified)	-8%
O=C1OCCCN1C1CCN([S+](=O)([O-])c2cccc(C(F)(F)F)c2)CC1	-2%[6.33 µM]
O=S(=O)(Nc1nc2ccccc2nc1NC1CC1)c1ccccc1	-14%
CCOC(=O)c1sc2nc(OCc3cccnc3)cc(C)c2c1N	?

Next part
SMILES	12-LOX inh
Cc1cc(C)c(C(=O)COC(=O)c2n[nH]c(=O)c3ccccc23)c(C)c1	2%
Cc1occc1C(=O)N1CCCn2ccnc2C1c1cnn(C)c1 (stereo unspecified)	-2%
CCOc1cccc(C(=O)Nc2ccc(OCC)c3ncccc23)c1	-16%
CCC(=O)Nc1ccc(-c2csc(NC(C)COC)n2)cc1 (stereo unspecified)	-24%
COCCn1c(C)nnc1-c1cc(-c2cccc(N(C)C)c2)ccn1	42%[activator][176 µM]
CCOc1ccc(NC(=O)C23CCCC=C2N(CC)C(=O)CC3)cc1 (stereo unspecified)	72%[activator]
COc1cc(OC)c(OC)cc1CN1CCOc2ccc(CN3CCN(C(C)=O)CC3)cc2C1	27%
CC(C)(C)c1ccc(CCC2OCC(CN3CCCC3)O2)cc1 (stereo unspecified)	-41%
COc1ccc(-c2noc(-c3cccn3CC(=O)Nc3ccc(NC(C)=O)cc3)n2)cc1F	-1%
Cc1cc(C(=O)Nc2nc3ccccc3s2)cc(S(=O)(=O)N(C)C)c1C	-7%

Some of the entries above, reformatted.
Molecule | 12-LOX inh
COc1cc(OC)c(OC)cc1CN1CCOc2ccc(CN3CCN(C(C)=O)CC3)cc2C1 | 27%
CC(C)(C)c1ccc(CCC2OCC(CN3CCCC3)O2)cc1 (stereo unspecified) | -41%

Next results follow:
SMILES	12-LOX inh
O=C(c1ccc(N2CC3CC(C2)[C@H]2CCCC(=O)N2C3)nc1)N1CCN(c2ncccn2)CC1 (stereo partly specified)	64%
CCCNC(=O)c1noc(-c2ccc(C#N)cc2)n1	-7%
O=S(=O)(NC[C@H]1OC[C@@H](NCc2ccccc2F)[C@@H]1O)c1ccccc1	?
CC1=CCN(Cc2ccc(OCC(O)CN3CCN(C)CC3)cc2)CC1 (stereo unspecified)	36%
O=C(O)CCCc1ccncc1	?
CCc1nc2c(c(-c3ccc(OC)cc3)n1)CCN([S+](=O)([O-])c1ccc(N(C)C)cc1)CC2	?
O=C(c1cc2n(n1)CC(c1ccc3c(c1)OCO3)OC2)N1CCCCC1 (stereo unspecified)	3%
Cc1c(C(=O)C(F)(F)F)c2ccccc2n1CCOc1ccccc1F	-29%
NC(=O)C(OC(=O)C12CC3CC(CC(C3)C1)C2)c1ccccc1 (stereo unspecified)	?
CC(=O)NCCC(=O)N1CCC2(CC1)CN(C(=O)Cc1ccccc1)CCO2	7%[6.33 µM]
CCOCC(=O)N1CCC(C2CCN(S(C)(=O)=O)CC2)C1 (stereo unspecified)	6%
CC(C)C(=O)N[C@@H]1C[C@H](COc2ccc(S(C)(=O)=O)cc2)[C@@H](O)[C@H]1O	104%[activator][176 µM]
COc1ccc(CN2C=C(C(=O)OCc3noc(-c4ccco4)n3)C(C)=NS2(=O)=O)cc1	2%
O=C(O)c1cn2ccnc(-c3ccccc3)c2n1	4%
O=C(NCCCN1CCN(Cc2ccccc2)CC1)c1ccccc1C(F)(F)F	16%
COc1cc(C2(C)SCCCS2)cc(OC)c1OC	-2%
N#Cc1ccc(-c2c(-c3ccccc3)ncn2CCNc2cccnc2)cc1	64%[activator]
CCCN(CC1CCOC1)S(=O)(=O)c1cc(F)ccc1C (stereo unspecified)	25%
COc1cccc(CNc2nc3ccccc3nc2C(=O)OCC(C)C)c1	-16%
Cc1ccc(NC(=O)CSc2cn(C)c3ccccc23)cc1	-27%
COC(=O)COc1ccc2c(c1)OCC2=O	?
O=C(c1ccccc1F)N1CCC2(CC1)CN(Cc1ccccc1)CC2CO (stereo unspecified)	2%
COCCCN(CCC(=O)NCc1ccc2c(c1)OCO2)C(=O)c1cc(C)oc1C	-8%
O=C(C1CCC1)N1CCC(c2noc(C3CC3)n2)C1 (stereo unspecified)	43%
O=C(c1cccs1)N1CCc2[nH]nc(-c3cccc(F)c3)c2C1	69%[activator]
Cc1cc(=O)n(CC(=O)Nc2cc(C)on2)c(N2CCOCC2)n1	21%
O=C(Nc1cccc(-c2nc3cc(Cl)ccc3o2)c1)c1cccc([N+](=O)[O-])c1	4%
Cc1nc2cnc(Nc3ccccc3)nc2n(C)c1=O	?
O=C(O)CN1C(=O)S/C(=C\c2cn(CC(=O)N3CCOCC3)c3ccccc23)C1=O	?
CCc1cc(=O)n(CC(=O)NCc2ccc(OC)cc2)c(N2CCOCC2)n1	1%
COC(=O)C1=C(C)N(c2ccc3c(c2)OCO3)C(=O)NC1c1c(F)cccc1Cl (stereo unspecified)	?
CN(C)Cc1cn([C@H]2CO[C@H]3[C@@H]2OC[C@H]3O)nn1	-4%[176 µM]
O=C(NCc1ccc(Cl)cc1)c1ccn2nccc2c1	45%[activator][176 µM]
O=C(CCC1CCCC1)N1CCC(Cc2nc(C3CC3)n[nH]2)CC1	-1%
Cc1cc(C(=O)N2CCC3(CCNCC3)CC2)c2cccc(C)c2n1	?
O=C1Nc2ccccc2CC12CCCN2CC1CCOCC1 (stereo unspecified)	-2%[6.33 µM]
COCCN1C(=O)c2cccn2CC1CNC(=O)c1n[nH]c2ccccc12 (stereo unspecified)	54%[activator]
CC(=O)N1CCC(C(=O)N2c3ccccc3N=C(c3ccc(C(F)(F)F)cc3)C2C(=O)NC(C)(C)C)CC1 (stereo unspecified)	-62%
Cc1ccc2nc(/C=C/c3ccc([N+](=O)[O-])cc3)ccc2c1	?
COc1cc(OC)c(C2C3=C(CC(C)(C)CC3=O)Nc3ccccc3N2C(C)=O)cc1OC (stereo unspecified)	-5%
Cc1ccc2c(c1)OC=CC(C(=O)Nc1ccc3oc(=O)ccc3c1)=C2	0%
CCCN(CC1CCOC1)C(=O)c1cc(Cl)ccc1F (stereo unspecified)	2%
Cc1ccc(S(=O)(=O)N(C)[C@H]2C[C@H]3c4cc(-c5ccccc5C)ccc4CCN3C[C@H]2[C@H](C)O)cc1	1%
O=S(=O)(CCSc1nnnn1C1CC1)c1cc(Cl)ccc1Cl	-25%
Cc1cccc(CNc2ccnc(-c3ccoc3)n2)c1	20µM*
COc1ccc(S(=O)(=O)N[C@H](C)c2onc(-c3ccc(F)cc3)c2C(=O)O)cc1	53%[176 µM]
O=C(c1ccccc1F)N1CCC2(CC1)C(=NC1CCCC1)NC(=O)N2c1cc(F)cc(F)c1	57%[activator]
O=c1ccc2ccc(OCc3nc(-c4cccc(Cl)c4)no3)cc2o1	?
COCc1cc(C[C@@H]2CC[C@H](O)[C@@H](CN(CC3CCCCC3)CC3CCCCC3)O2)no1	90%[activator]
CCc1ccc2oc(C(=O)N3CCC(Cc4ccccc4)CC3)cc(=O)c2c1	-58%
The list continues.
SMILES	12-LOX inh
COc1ccccc1-c1nccc(NCc2cccs2)n1	13µM*
CN1CC(=O)N(c2ccccc2F)Cc2c(NC3CCOC3)ncnc21 (stereo unspecified)	4%
O=C(c1cc(=O)c2ccccc2o1)N(Cc1cccs1)C1CCS(=O)(=O)C1 (stereo unspecified)	-1%
CC(C)Cc1noc(CN(C)C(=O)CC2C(=O)NCCN2CC(C)C)n1 (stereo unspecified)	6%
CCOC(=O)C(C(C)=O)=C1SCCS1	-2%
C[N+]1(Cc2ccccc2)CCN(/C=C/C(=O)C(F)(F)F)CC1	?
O=C1Cc2c(-c3ccoc3)n[nH]c2CN1Cc1ccccc1	?
Cc1nn(Cc2ccc(F)cc2)c2sc(C(=O)N3CCN(CC(=O)N4CCCC4)CC3)cc12	39%
O=C1CCN(S(=O)(=O)c2ccc(Cl)cc2)C(c2ccccc2)C1 (stereo unspecified)	?
Cc1cc(C)nc(SCc2ccc(-c3nc(C4CCOC4)no3)o2)n1 (stereo unspecified)	35%[activator]
CNC(=O)NC(=O)CN(C)Cc1cccc(C(F)(F)F)c1	-43%
N#C/C(=C\c1c[nH]c2ccccc12)C(=O)Nc1ccc(O)cc1	?

Screening results deposited in PubChem BioAssay by National Center for Advancing Translational Sciences (NCATS).
